Screening data from PubChem BioAssay.
BCR signal inh – inhibitors of chronic active B-cell receptor signaling; ABC-DLBCL IkBa-CBG/CBR reporter, luminescence ratio, 4 h; Potency, µM (series often up to 46.1 µM), for inactives: top-dose ratio change, negative = lower green/red ratio, most hits filed as inhibitors; 0.05% of 340,000 active; AID 493014; active = well fitted inhibition curve with a large enough effect in the signal ratio, with a control signal flat, not every such curve was filed as active; inconclusive = small, poorly fitted or top-dose-only effect, or effect the other way, or a change in a side signal; the % refers to the signal ratio;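 note: potency is the fitted concentration of half-maximal effect; plate controls were basal doxycycline-induced cells for no effect and cells given 10 µM MG132 for full effect; MG132 reads +100%, hits lower the ratio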
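TMD8 ABC-DLBCL cells carrying doxycycline-inducible green luciferase fused to IkappaBalpha plus unfused red luciferase were exposed to compounds (up to 46 uM) for 4 hrs at 37C. Activity came from the overlap-corrected green/red luminescence ratio.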
Menin MLL FP TR – inhibitors of human menin-MLL interaction, mutant MLL peptide; Menin + Texas Red MLL mutant peptide, fluorescence polarization; AID 1768; 0.23% of 270,000 active; Potency, µM (series often up to 61.6 µM), for inactives: at the top dose FP activity change, negative = inhibition, most hits filed as inhibitors; active = well fitted inhibition curve with a large enough effect in the polarisation, with a control signal flat, not every such curve was filed as active; inconclusive = small, poorly fitted or top-dose-only effect, or effect the other way, or a change in a side signal; inactive = no such curve, though single readings can be large or run the other way; the % refers to the polarisation; note: potency is the fitted concentration of half-maximal effect; % of control where 0% means no effect; many of its hits are not listed in these tables
Giardia killer – kills Giardia lamblia | Giardia lamblia trophozoite viability | activity change, % at 7.66 µM, hits read low | 0.15% of 340,000 active | AID 540267; in the data active = activity change below about -80%; inconclusive = between about -30% and that limit;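 note: parasites exposed to compound for two days anaerobically before the ATP read; % is set by controls: 0 for no effect and ±100 for the full control effect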
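Luminescence from cellular ATP indicates surviving trophozoites (100 cells/well) following 48 hrs anaerobic compound treatment at 37 deg C; signal develops 15-30 min at room temperature.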
PTAP TSG101 blk – blocks PTAP/TSG101 interaction to inhibit HIV-1 budding; Potency, µM (titrated, usually from 115 µM), for the others: at the top dose activity change, negative = inhibition, hits mostly inhibitors; Q99816; 340,000 tested, under 10 active; Fluorescence polarization, FITC-PTAP peptide / Tsg101 binding; AID 493005; active = well fitted inhibition curve with a large enough effect in the main read-out, with a control signal flat, not every such curve was filed as active; inconclusive = small, poorly fitted or top-dose-only effect, or effect the other way, or a change in a side signal; inactive = no such curve, though single readings can be large or run the other way; note: potency is the fitted concentration of half-maximal effect; % of control where 0% means no effect
Target sequence (Q99816 whole entry, looked up): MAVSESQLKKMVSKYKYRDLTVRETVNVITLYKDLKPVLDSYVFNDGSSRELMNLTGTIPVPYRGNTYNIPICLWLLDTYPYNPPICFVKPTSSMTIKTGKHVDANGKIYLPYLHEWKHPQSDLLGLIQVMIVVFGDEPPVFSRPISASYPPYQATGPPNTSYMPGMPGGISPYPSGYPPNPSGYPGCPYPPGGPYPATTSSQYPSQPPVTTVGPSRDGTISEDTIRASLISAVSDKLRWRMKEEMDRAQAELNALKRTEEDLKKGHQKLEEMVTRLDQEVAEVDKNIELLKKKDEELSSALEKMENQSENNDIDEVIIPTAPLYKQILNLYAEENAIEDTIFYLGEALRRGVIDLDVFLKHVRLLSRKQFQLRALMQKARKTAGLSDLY
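Fluorescence polarization binding of Tsg101 binding domain (10 uM final) to FITC-labeled PTAP peptide (50 nM final) in HEPES pH 7.5 buffer with NaCl, Tween 20, EDTA, TCEP. Compounds added before peptide; binding 20 min at RT.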
ASM inhibitor – blocks human secretory acid sphingomyelinase. P17405. 0.006% of 340,000 active. Potency, µM (doses to about 57.5 µM), for the others: at the highest dose activity change, negative = inhibition, actives largely listed as inhibitors. placental ASM, HMU-PC fluorogenic substrate, 60 min; note: potency is the fitted concentration of half-maximal effect
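Fluorogenic HMU-PC substrate (9 uM final) is turned over by placental ASM in 60 min at 37 C after a 10 min compound preincubation. Reaction ended by alkaline stop (pH 10), with fluorescence read at 386/447 nm.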
Tb PFK block – blocks T. brucei phosphofructokinase; AID 485367; 0.17% of 330,000 active; T. brucei PFK, ADP-Glo luminescence; O15648; Potency, µM (series often up to 57.5 µM), for the others: at the top dose activity, negative = inhibition, usual class: inhibitors;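 note: potency is the fitted concentration of half-maximal effect; 0% = uninhibited 1x PFK enzyme wells and -100% = no-enzyme wells; nearly all actives have a fitted effect of over 60% in size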
Target sequence (O15648 whole entry, looked up): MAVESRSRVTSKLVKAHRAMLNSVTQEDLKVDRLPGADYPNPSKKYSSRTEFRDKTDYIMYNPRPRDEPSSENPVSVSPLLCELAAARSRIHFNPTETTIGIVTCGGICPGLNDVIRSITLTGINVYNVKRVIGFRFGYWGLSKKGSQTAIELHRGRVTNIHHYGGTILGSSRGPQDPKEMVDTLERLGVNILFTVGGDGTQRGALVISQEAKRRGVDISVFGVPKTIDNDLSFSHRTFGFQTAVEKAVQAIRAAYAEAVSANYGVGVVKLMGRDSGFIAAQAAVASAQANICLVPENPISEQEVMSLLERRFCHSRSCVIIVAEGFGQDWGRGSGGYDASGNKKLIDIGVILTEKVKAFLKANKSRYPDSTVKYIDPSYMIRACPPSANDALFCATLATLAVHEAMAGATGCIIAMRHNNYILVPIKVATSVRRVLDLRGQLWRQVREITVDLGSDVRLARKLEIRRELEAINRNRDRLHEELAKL
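In TEA buffer at pH 8.0 with 5 mM MgCl2, enzyme (1.25 nM) converted F6P (0.5 mM) and ATP (0.1 mM) for 45 min at room temperature. ADP product was read by luciferase luminescence.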
Integrin act MD – activators of alpha7 integrin expression for muscular dystrophy; alpha7betagal myoblasts, beta-gal FDG fluorescence, 48 h; Potency, µM (titrated, usually from 38.3 µM), for inactives: top-dose activation, actives largely listed as activators; 0.064% of 350,000 active; AID 624291;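 note: potency is the fitted concentration of half-maximal effect; 100% = response of the positive control SU9516; nearly all actives have a fitted effect of over 60% in size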
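alpha7betagal+/- myoblasts (passage 13, 250/well) treated 48 h at 37C with compounds at 1:260 dilution of DMSO stock. Lysed, then beta-galactosidase activity read as FDG fluorescence (ex 480/em 540) after 30 min, with pre-read for autofluorescence.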
PKM2 act – increases activity of human pyruvate kinase M2. 0.34% of 260,000 active. purified PKM2, Kinase-Glo ATP luminescence, activation; response scale: 0% is enzyme alone, no compound. P14618. Potency, µM (titrated, usually from 57.5 µM), inactives show at the top dose activation, hits mostly activators; note: potency is the fitted concentration of half-maximal effect; % is set by controls: 0 for no effect and ±100 for the full control effect; nearly all actives have a fitted effect of over 55% in size
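ATP formation by purified human PK-M2, quantified via coupled luciferase luminescence after 1 h at room temperature with 0.1 mM ADP and 0.5 mM PEP final.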
GALK inhibitor – galactokinase (human) inhibition. 0.007% of 270,000 active. Potency, µM (highest dose often 57.5 µM), for the others: at the highest dose activity change, negative = inhibition, actives largely listed as inhibitors. Purified GALK, Kinase-Glo residual ATP luminescence; note: potency is the fitted concentration of half-maximal effect; % is set by controls: 0 for no effect and ±100 for the full control effect
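Galactose (100 uM) and ATP (35 uM) were turned over by 5 nM GALK for 1 h at RT. Kinase-Glo Plus then converted the remaining ATP into a luminescent signal.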
FBPA coupling cs – coupling enzyme interference in Giardia aldolase counter-screen; 0.67% of 290,000 active; coupling enzyme system counterscreen, AmpLite Red fluorescence; activity change, negative = inhibition, % at 58.2 µM, hits read low; AID 2472; in the data active = activity change below about -30%; note: % is set by controls: 0 for no effect and ±100 for the full control effect
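Fluorescence at 525 nm excitation and 598 nm emission measured inhibition of the coupled detection system without aldolase. Compounds (at 57.5 uM final) were preincubated 10 min at room temperature with coupling enzyme reagent before a 20 min substrate/AmpLite Red step.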
B2AR arrestin – agonists driving beta-arrestin recruitment to human beta2-adrenergic receptor; P07550; beta-arrestin recruitment to beta2AR, cell-based reporter; Potency, µM (highest dose often 46.1 µM), inactives show top-dose activation, usual class: activators; 0.02% of 330,000 active; AID 492947;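 note: potency is the fitted concentration of half-maximal effect; 0% = DMSO controls and full agonism = EC100 isoproterenol or metaproterenol; nearly all actives have a fitted effect of over 65% in size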
Starred values were filed as active, the others as inactive; i = inactive; ? = inconclusive; / = no result given; [ ] = another dose, or the depositor's remark. Unless noted, calls come from the whole dose curve; as a rule, active = well fitted curve in the direction sought with a large enough effect; inconclusive = small, poorly fitted or top-dose-only effect, or another doubt; inactive = no such curve, though single readings can be large; an effect the other way counts as inactive or inconclusive. This is a subset. The share of hits here may be higher or lower than overall.

SMILES	BCR signal inh	Menin MLL FP TR	Giardia killer	PTAP TSG101 blk	ASM inhibitor	Tb PFK block	Integrin act MD	PKM2 act	GALK inhibitor	FBPA coupling cs	B2AR arrestin
Nc1nc(SCc2ccc3c(c2)OCO3)n[nH]1	/	15%	-6	0%	4%	/	-11%	0%	0%	-1	/
COc1ccc(CCNC(=O)COC(=O)c2ccc(N3CCCC3=O)cc2)cc1	0%	12%	8	-1%	-3%	1%	-11%	3%	1%	5	-0.2%
N#Cc1ccc(N[C@@H]2CCN3C(=O)c4ccccc4[C@@H]3C[C@H]2O)cc1	-1%	/	31[activator]	0%	-6%	-6%	5%	/	/	/	0.2%
O=C(CCC(=O)NNc1nc2ccccc2c2nc(-c3ccccc3)nn12)NCCCN1CCCC1=O	?	-18%	20	-3%	0%	-1%	-6%	-3%	0%	-6	0.0%
COc1cc2c(cc1OC)/C(=C/C(=O)c1ccc([N+](=O)[O-])c(C)c1)NCC2	-1%	-23%	7	-1%	-3%	-5%	0%	/	1%	2	-0.7%
COCCn1c(Cc2ccccc2)nnc1SCc1nc2ccccc2c(=O)[nH]1	4%	?	-3	0%	-1%	-1%	-16%	0%	0%	-3	-1.0%
O=C(NCCCC1CCCC1)C1CCC(=O)N(Cc2cccc(C(F)(F)F)c2)C1 (centres undefined)	?	/	-4	-3%	-3%	1%	-30%	/	-4%	/	0.0%
CCCN1CCN(C(=O)CCc2nnc3ccc(N4CCN(c5cccc(OC)c5)CC4)nn23)CC1	17%	1%	-11	-5%	-3%	0%	-22%	-1%	/	6	0.5%
N#Cc1ccncc1S(=O)c1ccc(Cl)cc1 (centres undefined)	3%	-8%	-1	1%	0%	1%	?	/	0%	2	-0.5%
O=C(O)CCn1[nH]c(=O)ccc1=O	-16%	9%	0	-10%	3%	-2%	0%	-2%	-3%	0	-0.3%
Cc1cc(Nc2ccccc2)nc(N2CCN(C(=O)c3ccc4c(c3)OCO4)CC2)n1	-1%	/	5	-6%	0%	-15%	12%	/	/	/	-0.7%
CCOC(=O)C1(Cc2cccc(F)c2)CCN(C(=O)C2CCC2)CC1	?	?	6	-3%	-6%	1%	-13%	-4%	4%	2	0.0%
Cc1ccc(C(=O)NCc2ccco2)cc1S(=O)(=O)N1CCOCC1	0%	7%	8	-1%	0%	-7%	16%	-10%	3%	-2	0.4%
CCN1CCN(c2nc3c(c(=O)n(C)c(=O)n3C)n2CCSc2nccc(C)n2)CC1	4%	-19%	11	-5%	1%	2%	-3%	0%	4%	-1	-0.3%
CCC(C)(C)NC(=O)C(c1ccc(C)cc1)N(CCN1CCOCC1)C(=O)CNC(=O)c1cccs1 (centres undefined)	-19%	-7%	1	-1%	1%	-1%	-21%	-9%	1%	2	-0.7%
O=C(Nc1ccc(Oc2ccccc2)nc1)C1CCCCN1Cc1ccc(O)cc1 (centres undefined)	?	/	/	/	/	-1%	/	4%	-9%	/	-0.6%
CN1CCN(S(=O)(=O)c2cccc(C(=O)N(C)C(c3ccccc3)c3ccccc3)c2)CC1	-1%	/	-4	-3%	5%	-2%	-31%	/	/	/	0.3%
Cc1cc(=O)[nH]c(N/N=C/c2c(F)c(F)c(F)c(F)c2F)n1	?	1%	1	-4%	-1%	3%	-28%	/	2%	0	0.4%
COCCNC(=O)C(c1ccc(O)cc1)N(Cc1cccs1)C(=O)CCC(=O)Nc1ccccn1 (centres undefined)	1%	16%	30[activator]	-7%	-1%	2%	3%	/	0%	2	-0.6%
CCOC(=O)c1cc(-c2ccc(N)cc2)sc1N	-4%	?	7	-15%	8%	-2%	-26%	4%	-2%	-1	0.1%
O=C(CSc1nnc(CNc2ccccc2)o1)c1ccc2c(c1)OCCO2	?	-2%	-1	2%	-1%	-19%	0%	4%	1%	4	-0.1%
CS(=O)(=O)N1CCN(c2ccc([N+](=O)[O-])cc2F)CC1	5%	4%	-29	-5%	0%	-27%	?	-3%	7%	0	0.3%
CC1CCCCC1NC(=O)c1ccc2c(c1)[nH]c(=O)n2C1CCCC1 (centres undefined)	-1%	1%	7	-3%	-1%	1%	-21%	4%	0%	11	0.0%
CCc1nnc2c(NCCc3ccccc3)nc3ccccc3n12	2%	0%	23	-3%	-1%	13%	3%	/	-3%	-1	-1.0%
Cc1c(NC(=O)CSc2nc3ccccc3s2)c(=O)n(-c2ccccc2)n1C	?	-3%	2	1%	1%	-2%	-11%	-3%	3%	2	-0.3%
CCOc1ccc2ccccc2c1C1NC(=O)NC(C)=C1C(=O)OCCOC (centres undefined)	9%	-4%	38[activator]	1%	7%	-2%	?	-13%	-1%	0	-0.3%
O=S1(=O)CCOC[C@H](CC2CCCCC2)N1Cc1ccccc1	2%	-10%	4	-1%	1%	-1%	-1%	-1%	/	2	0.5%
Cc1cccc(C(=O)OC(C)CN2CCN(C)CC2)c1 (centres undefined)	3%	0%	10	-3%	0%	-3%	-3%	2%	3%	1	-0.1%
CCC(=O)Nc1nc2c(OC)ccc(OC)c2s1	?	5%	-23	-6%	-3%	-4%	-16%	-13%	2%	-5	0.3%
CC1=NCCN1S(=O)(=O)c1ccc(Br)c(C)c1	?	?	11	-1%	4%	0%	17%	9%	1%	0	-0.3%
COc1ccc(/C=N/n2c(-c3n[nH]c4c3CCC4)n[nH]c2=S)cc1	1%	/	3	0%	-2%	-21%	-18%	-4%	1%	-2	0.0%
Cc1ccc(S(=O)(=O)N(Cc2ccc(Cl)cc2)c2ccccc2C(=O)NCc2ccco2)cc1	?	-6%	-11	-1%	-12%	2%	0%	0%	0%	-4	?
COC(=O)c1cc(Br)ccc1NC(=O)CCNC(=O)c1ccco1	-6%	5%	9	-4%	1%	-1%	26%	-1%	0%	2	-0.4%
COCCCn1c(=O)c2ccccc2n(Cc2ccc(C)cc2)c1=O	-2%	-1%	4	0%	0%	-3%	-33%	0%	-2%	0	-0.9%
Cc1ccc(Nc2nc3nonc3[nH]c2=O)cc1	-15%	40%[activator]	4	-11%	5%	3%	5%	0%	-2%	5	0.0%
O=C(O)CC(Cc1ccc(Br)cc1)C(=O)Nc1ccccc1 (centres undefined)	6%	3%	14	-2%	3%	-5%	-3%	2%	6%	4	0.3%
Cc1ccc(NC(=O)CSc2ncccc2C(=O)Oc2cccc([N+](=O)[O-])c2)cc1Cl	?	0%	-17	-4%	-1%	-8%	1%	-3%	0%	-3	0.0%
O=C(c1ccco1)N1CCN(C(c2ccc(Cl)cc2)c2nnnn2Cc2ccccc2)CC1 (centres undefined)	8%	-3%	-13	-7%	-7%	-6%	-2%	5%	3%	3	-0.7%
CC(NS(C)(=O)=O)C(c1cccs1)N1CCN(c2ccccc2)CC1 (centres undefined)	-3%	-11%	-8	-3%	-2%	-1%	-16%	4%	0%	0	0.0%
O=C(Cc1c(Cl)cccc1Cl)N/N=C/c1cccnc1	-6%	/	4	1%	2%	-2%	-33%	-14%	-2%	/	-0.1%
CCCc1cc(NCCN(C)C)n2c(nc3ccccc32)c1C#N	2%	-3%	-25	-1%	i	1%	6%	0%	0%	0	-1.2%
CC(C)c1ccccc1NS(=O)(=O)c1cccs1	-7%	-25%	-12	0%	-3%	2%	-29%	/	0%	-4	-0.5%
COc1ccc(-c2cccc3c2NC(=O)C3=O)cc1OC	?	/	3	1%	12%	13%	-22%	/	/	/	-0.6%
COc1ccc(-c2oc3ccc(-c4cc(OC)c(OC)c(OC)c4)cc3c2C#Cc2ccsc2)cc1	-1%	2%	-14	-3%	199%[activator]	0%	-1%	1%	/	0	-0.7%
O=C(NC1CC1)c1cccc(NC(=O)c2cn3ccccc3n2)c1	?	/	-6	0%	4%	2%	?	/	/	/	-1.0%
COc1ccc(C(=O)NN2C(=O)C3C4C=CC(O4)C3C2=O)cc1 (centres undefined)	-3%	7%	3	-4%	-1%	26%	5%	29%	0%	3	0.5%
CN1CCc2c(sc3nc(NN)n(-c4ccc(Cl)cc4)c(=O)c23)C1	5%	?	11	-2%	10%	-7%	-15%	/	-2%	-2	0.2%
Cc1ccc(OCc2cc(C(=O)N(C)CCc3nc4ccccc4[nH]3)no2)cc1C	?	9%	-23	-2%	-5%	-3%	-38%	-1%	/	-1	0.0%
Cc1ccc2nc(/C(C#N)=C/c3cn[nH]c3-c3ccc(F)cc3)[nH]c2c1	10%	10%	4	-3%	16%	3%	-18%	3%	-6%	0	-0.9%
